Source: PubChem
NPSR antagonist: neuropeptide S receptor (human) antagonism, cAMP; CHO-NPSR cells, cAMP TR-FRET, antagonist mode; 1% of 220,000 active; Potency, µM (titrated, usually from 38.3 µM), for the others: at the top dose activity change, negative = inhibition, usual class: inhibitors; Q6W5P4; note: % is set by controls: 0 for no effect and ±100 for the full control effect; nearly all actives have a fitted effect of over 50% in size; many of its hits are not listed in these tables
GAA spleen mod: inhibitors or activators of human alpha-glucosidase in spleen homogenate; P10253; human spleen homogenate, 4-MU-alpha-glucoside fluorescence; Potency, µM (doses to about 79.9 µM), without a hit: top-dose activity change, negative = inhibition, usual class: inhibitors; 0.006% of 240,000 active;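 note: 0% = enzyme with vehicle and -100% = no enzyme basal signal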
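Human spleen homogenate (1 ug) incubated with compounds and 1 mM 4-methylumbelliferyl-alpha-D-glucopyranoside in pH 5.0 citrate/phosphate buffer, 37 C, 40 min. Stopped at pH 10; 4-MU fluorescence (Ex 365/Em 440 nm); AC50 by Hill fit.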
ALDH1A1 inh: blocks purified human ALDH1A1 activity. P00352. Purified ALDH1A1, NADH fluorescence, propionaldehyde substrate. Potency, µM (top dose mostly 75.3 µM), inactives show at the highest dose activity, negative = inhibition, most hits filed as inhibitors. 7.3% of 220,000 active. AID 1030; active = well fitted inhibition curve with a large enough effect, not every such curve was filed as active; inconclusive = small, poorly fitted or top-dose-only effect, or another doubt; inactive = no such curve, though single readings can be large or run the other way;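 note: plate controls were no enzyme wells and a reference inhibitor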
Target sequence (P00352 whole entry, looked up): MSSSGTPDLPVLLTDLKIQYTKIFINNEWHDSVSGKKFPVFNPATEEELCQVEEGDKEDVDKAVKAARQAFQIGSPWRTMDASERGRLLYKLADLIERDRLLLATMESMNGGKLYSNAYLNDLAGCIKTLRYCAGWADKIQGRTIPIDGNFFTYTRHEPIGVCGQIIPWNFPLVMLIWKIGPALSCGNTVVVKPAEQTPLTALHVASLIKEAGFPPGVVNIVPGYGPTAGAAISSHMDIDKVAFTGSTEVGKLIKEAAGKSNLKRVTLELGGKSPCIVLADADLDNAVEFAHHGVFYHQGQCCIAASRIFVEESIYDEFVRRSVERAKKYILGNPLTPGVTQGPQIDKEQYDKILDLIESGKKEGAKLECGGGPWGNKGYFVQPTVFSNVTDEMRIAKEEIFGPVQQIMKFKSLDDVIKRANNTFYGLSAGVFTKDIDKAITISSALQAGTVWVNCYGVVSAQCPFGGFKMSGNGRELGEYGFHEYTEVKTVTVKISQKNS
Epigenetic derep: regulators of epigenetic silencing causing reporter derepression in mouse cells; murine LDR cells, GFP reporter derepression, 30 h; Potency, µM (series often up to 53.9 µM), inactives show at the top dose GFP activation, hits mostly activators; 0.2% of 280,000 active; AID 1865; note: % of control where 0% means no effect; nearly all actives have a fitted effect of over 60% in size
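GFP-positive cell count by laser-scanning cytometry (objects 20–120 um) after 30 h, 37 C compound exposure of murine LDR cells; reporter is CMV-GFP integrated at a silenced locus, inducible by HDAC or DNMT inhibitors.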
GAA inhib: inhibitors of human lysosomal alpha-glucosidase. purified human GAA, 4-MU-alpha-glucoside fluorescence. P10253. Potency, µM (titrated, usually from 76.9 µM), for the others: top-dose activity change, negative = inhibition, hits mostly inhibitors. 0.005% of 200,000 active;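 note: plate controls were uninhibited enzyme wells for no effect and no-enzyme background for full effect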
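Compounds are titrated up to 77 uM against 4 nM human enzyme. Substrate 4-methylumbelliferyl-alpha-D-pyranoside (400 uM) reacts 20 min at room temperature in pH 5.0 buffer; liberated 4-methylumbelliferone is read at 440 nm.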
GAA glycogen mod: GAA glycogen-cleavage inhibition or activation. recombinant GAA, glycogen substrate, Amplex Red glucose oxidase fluorescence. 0.38% of 300,000 active. AID 2100. Potency, µM (titrated, usually from 76.4 µM), for inactives: at the highest dose activity change, negative = inhibition, most hits filed as inhibitors;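 note: 0% = full enzyme reaction and -100% = no-enzyme basal signal; the screen sought inhibitors and activators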
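qHTS, 1536-well; enzyme 4 nM final; cpd up to 77 uM; substrate bovine liver glycogen 30 ug; 50 mM citrate/phosphate pH 5.0, 0.01% Tween-20; 37 C, 40 min; Amplex Red detection 45 min RT; Hill fit → AC50.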
Tau fluor cs: counter-screen for tau fibril formation inhibitors | tau K18 P301L Alexa594 fluorescence, heparin fibrillization | Potency, µM (highest dose often 57.7 µM), for the others: at the top dose activity change, negative = decrease | 0.93% of 280,000 active | AID 1463; note: % is set by controls: 0 for no effect and ±100 for the full control effect; nearly all actives have a fitted effect of over 55% in size
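Human tau K18 P301L (15 uM unlabeled, 0.24 uM Alexa 594-labeled) in 100 mM sodium acetate pH 7 with 20 uM heparin, 6 hr at 37 C. ThT 30 uM added, 1 hr ambient; Alexa 594 FP and total fluorescence read at 555/632 nm.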
GLA spleen mod: inhibitors or activators of human alpha-galactosidase in spleen homogenate. 0.008% of 240,000 active. human spleen homogenate, 4MU-alpha-Gal fluorescence, 40 min. P06280. Potency, µM (doses to about 80 µM), inactives show at the highest dose activity change, negative = inhibition, usual class: inhibitors;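 note: 0% = enzyme with vehicle and -100% = no enzyme basal signal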
Target sequence (P06280 32-429 limits assumed): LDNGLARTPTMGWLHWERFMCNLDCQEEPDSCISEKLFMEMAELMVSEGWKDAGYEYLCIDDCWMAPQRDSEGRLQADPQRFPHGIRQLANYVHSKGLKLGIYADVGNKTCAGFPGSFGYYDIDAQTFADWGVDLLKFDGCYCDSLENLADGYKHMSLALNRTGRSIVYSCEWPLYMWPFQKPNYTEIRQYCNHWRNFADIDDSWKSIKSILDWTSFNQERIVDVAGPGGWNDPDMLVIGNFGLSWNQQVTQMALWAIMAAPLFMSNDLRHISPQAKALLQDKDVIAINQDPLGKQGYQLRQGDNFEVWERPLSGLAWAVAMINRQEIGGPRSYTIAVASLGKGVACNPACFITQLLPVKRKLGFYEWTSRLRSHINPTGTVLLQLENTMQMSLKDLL
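Fluorogenic readout (Ex 365/Em 440 nm) of 4-methylumbelliferone released from 1 mM 4-MU-alpha-galactoside by spleen homogenate, 40 min at 37C, pH 5.0. Data normalized to no-enzyme and enzyme controls; Hill-equation AC50 from compound titrations.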
An asterisk follows results filed as active; ? = inconclusive; · = not tested or not shown; & = joins results of further samples; [ ] = dose if it differs, or a comment. Unless noted, calls come from the whole dose curve; as a rule, active = well fitted curve in the direction sought with a large enough effect; inconclusive = small, poorly fitted or top-dose-only effect, or another doubt; inactive = no such curve, though single readings can be large; an effect the other way counts as inactive or inconclusive. Potency is the fitted concentration of half-maximal effect.

Below each SMILES – NPSR antagonist	GAA spleen mod	ALDH1A1 inh	Epigenetic derep	GAA inhib	GAA glycogen mod	Tau fluor cs	GLA spleen mod
> COc1ccccc1NCC(=O)NNCC(=O)Nc1ccc(F)c(Cl)c1
    -14%	-4%	-5%	-4.0%	?	?	?	-7%
> CC(=O)Nc1ccc(S(=O)(=O)N2CCCCC2c2cccnc2)cc1 (configuration not stated)
    1%[46.1 µM]	-18%	31%[activator]	-0.8%	0%	10%	1%	2%
> Cc1ccc(-c2csc(NC(=O)CSc3nnc4c(n3)[nH]c3ccccc34)n2)cc1
    -3%	3%	-3%	6.1%	-9%	-14%	?	14%
> CC(C)(C)c1ccc(NNC(=O)C2CCC2)cc1
    -22%	7%	5%	-0.4%	5%[15.4 µM]	?	-3%	6%
> COC(=O)N[C@H](C[N+](=O)[O-])c1cccc(C)c1
    ·	5%	5%	0.0%	·	·	0%	-6%
> C=CCn1c(NCCO)nc2c1c(=O)n(C)c(=O)n2C
    7%[46.1 µM]	-7%	0%	-1.0%	3%	6%	4%	-1%
> O=C(Cc1ccc(Br)cc1)N1CCN(c2ccc(F)cc2)CC1
    -15%[46.1 µM]	3%	-3%	-0.2%	0%	22%	?	-1%
> Cc1cc(NC(=O)CCC(=O)N(c2cccnc2)C(C(=O)NC2CCCC2)c2ccccc2F)no1 (configuration not stated)
    13%[46.1 µM]	-2%	12%	6.1%	-5%	0%	-4%	-4%
> Cc1ccc(NS(=O)(=O)c2ccc(N3CCN(c4ccc(O)cc4)CC3)c([N+](=O)[O-])c2)c(C)c1
    -25%	1%	14µM*	-1.8%	-4%	?	11µM*[quencher]	4%
> CCN1C(=O)/C(=C/c2cccs2)S/C1=N\S(=O)(=O)c1ccc(C)cc1
    1%	-3%	?	0.0%	5%	18%	-16%	0%
> Fc1ccc(-c2cc(-c3nnc4n3CCCCC4)c3ccccc3n2)cc1
    12%	-3%	7%	0.0%	0%	2%	2%	7%
> O=C(NCc1cccs1)c1cccc(S(=O)(=O)N2CCCCC2)c1
    -9%[46.1 µM]	-7%	-7%	1.0%	-5%	-4%	-8%	5%
> COCc1[nH]nc2c1C(c1ccc(F)cc1F)C(C#N)=C(N)O2 (configuration not stated)
    -12%[46.1 µM]	0%	4%	-0.9%	7%	0%	-5%	7%
> CCOC(=O)C(C(=O)NCc1ccc(C)cc1)c1ncc(C(F)(F)F)cc1Cl (configuration not stated)
    -17%[46.1 µM]	5%	9%	2.9%	-11%	0%	-5%	1%
> CC(=O)c1ccccc1NCC(=O)Nc1ccc(C)cc1
    -5%	3%	13µM*	0.0%	5%	21%	-5%	-2%
> O=C(Cn1nnc2ccccc21)Nc1ccc([N+](=O)[O-])cc1
    4%	4%	·	8.0%	·	6%	-11%	-3%
> Cc1ccsc1C(=O)NNC(=O)C1C2C=CC(C2)C1C(=O)O (configuration not stated)
    7%	2%	?	1.0%	10%	1%	-2%	6%
> Cc1ccc(C(=O)CN2C(=O)c3ccccc3S2(=O)=O)cc1
    -4%	-23%	-6%	3.8%	5%[15.4 µM]	0%	-8%	7%
> CC(C(=O)NC(=O)NCc1ccccc1)N1C(=O)c2ccccc2C1=O (configuration not stated)
    -17%[46.1 µM]	0%	11%	1.8%	-6%	5%	-4%	-16%
> COc1cccc(OC)c1C(=O)NC(=S)Nc1cc(-c2nc3ccccc3[nH]2)ccc1Cl
    -5%	-1%	22µM*	-0.9%	-7%	9%	-17%	3%
> COc1ccc(COC(=O)NC2CCN(S(=O)(=O)c3ccc(OC)cc3)CC2)cc1
    -13%[46.1 µM]	-4%	-4%	-0.9%	-2%	-23%	-12%	4%
> Cc1cc2c(=O)[nH]cnc2s1
    -9%[46.1 µM]	-5%	4%	-3.0%	0%	-7%	-4%	0%
> Cc1ccc(S(=O)(=O)N2CCCCC2)cc1NC(=O)CSc1nncn1-c1ccccc1
    -10%	?	?	-3.0%	-8%	-17%	-19%	-14%
> COc1ccc(S(=O)(=O)N2CCN(C(=O)COc3ccccc3)CC2)cc1
    6%	-4%	?	-2.9%	-13%	-2%	-13%	-3%
> O=C1c2ccccc2S(=O)(=O)N1CC(O)Cn1c2ccccc2c2ccccc21 (configuration not stated)
    ?	-3%	14µM*	11%	-4%	-19%	?	-5%
> COc1ccc(CC(NC(C)=O)C(=O)N2CCN(C(=O)Nc3ccc(Cl)cc3)CC2)cc1OC (configuration not stated)
    -3%[46.1 µM]	1%	16%	-1.0%	-1%	-11%	-8%	2%
> CCCn1c(N)c(C(=O)CSc2nc(C)cs2)c(=O)[nH]c1=O
    -1%[46.1 µM]	-4%	-7%	-1.0%	1%	5%	-6%	-4%
> CCOC(=O)N1CCN(C2CC(=O)N(c3ccc(C)cc3)C2=O)CC1 (configuration not stated)
    -10%[46.1 µM]	-2%	?	2.3%	-7%	6%	3%	0%
> CCCNC(=O)c1onc(CSc2ccncc2)c1C(=O)NCCC
    4%	-20%	·	-0.5%	·	0%	-12%	5%
> O=C(NCCCN1CCCCC1)c1ccc2c(c1)NC(=O)C(N1CCCCC1)S2 (configuration not stated)
    5%[46.1 µM]	-6%	-4%	-0.9%	-1%	16%	-6%	-1%
> O=C(O)Cn1cnc2ccccc2c1=O
    -4%[46.1 µM]	-4%	4%	-2.4%	1%	-1%	-2%	-7%
> CCN(CC)CCNC(=O)C(C)c1nn(C)c(=O)c2ccccc12 (configuration not stated)
    2%[46.1 µM]	-11%	11%	2.4%	-2%	-2%	-3%	-12%
> COc1ccc(COc2cc(-c3cccc(OC)c3)nc3ccc(NC(=O)c4ccccc4)cc23)cc1
    -24%	4%&-2%	?	-1.6%&0.0%	1%[15.4 µM]	-1%	?	1%&-3%
> CC(=O)COc1ccc(-c2csnn2)cc1
    -16%	12%	·	-1.7%	·	-2%	-3%	10%
> O=C(NC1CCCCC1)C(c1ccc(O)cc1)N(CC1CCCO1)C(=O)C1COc2ccccc2O1 (configuration not stated)
    -28%[46.1 µM]	-13%	-2%	-6.0%	?	-2%	-19%	-9%
> COc1ccc(NC(=S)Nc2ccc(N(C)C(C)=O)cc2)cc1
    14%	-10%	?	3.5%	-4%	-28%	-6%	0%
> C=CCc1c(C)nc2c(C)cccc2c1SC(=N)N
    14%	1%	-5%	-0.8%	-4%	4%	-12%	-1%
> O=C(CCN1C(=O)c2ccccc2C1=O)Nc1ccccc1C(=O)N1CCOCC1
    -8%[46.1 µM]	1%	3%	-2.9%	5%	5%	-2%	-4%
> O=C(NCCc1c[nH]c2ccccc12)c1cccc(S(=O)(=O)Nc2ccccc2Cl)c1
    -14%[46.1 µM]	-7%	?	1.3%	-6%	0%	?	-4%
> CC(C)(C)C(=O)CC(=O)Nc1ccc(Cl)c(N)c1
    9%[46.1 µM]	10%	10%	-8.7%	-9%	-3%	-11%	-3%
> CCn1c(SCC(=O)Nc2ccccc2)nc2nc3c(cc2c1=O)COC(C)(C)C3
    16%	-17%	·	4.3%	·	-2%	-10%	-1%
> COCCCn1c(SCC(=O)Nc2cccc(C)n2)nnc1-c1ccco1
    -8%[46.1 µM]	-19%	0%	-6.3%	3%	-3%	7%	-2%
> COCCNC(=S)N1CCN(Cc2cccc(OC)c2)CC1
    15%	-21%	2%	3.4%	5%	-8%	1%	8%
> COc1ccc(C(=O)C[n+]2ccc(C)cc2)cc1
    13%	0%	-11%	0.0%	14%	-1%	-4%	-3%
> Cc1noc(C)c1C(=O)N1CC(C)OC(C)C1 (configuration not stated)
    -1%[46.1 µM]	-5%	9%	-4.1%	-1%	4%	-2%	-8%
> O=C(Cc1cccs1)N1CCN=C1SCc1ccc(Br)cc1
    -35%	·	-4%	0.0%	-7%	-7%	?	-11%
> CC(C)NC(=S)N/N=C/c1cccs1
    ?	-4%	?	-2.9%	-3%	-6%	-15%	-15%
> O=C(CSc1ncccn1)NC(=O)NCc1ccccc1
    -1%[46.1 µM]	-16%	0%	-1.1%	-7%	5%	0%	?
> CC(C)(C)OC(=O)NCCCC[C@H](NC(=O)c1nc[nH]c1C(=O)NC1CCN(C(=O)OC(C)(C)C)CC1)C(=O)OC(C)(C)C
    10µM*	-19%	·	1.6%	·	-27%	1%	0%
> COC(=O)c1cc(C(=O)NCCC(C)C)cc([N+](=O)[O-])c1
    -7%	-11%	-1%	-2.9%	?	-2%	-15%	-3%

Complete entries as entered above. Order of values: NPSR antagonist | GAA spleen mod | ALDH1A1 inh | Epigenetic derep | GAA inhib | GAA glycogen mod | Tau fluor cs | GLA spleen mod
CC(C)(C)OC(=O)NCCCC[C@H](NC(=O)c1nc[nH]c1C(=O)NC1CCN(C(=O)OC(C)(C)C)CC1)C(=O)OC(C)(C)C as listed: 10µM* | -19% | · | 1.6% | · | -27% | 1% | 0%
COc1ccccc1NCC(=O)NNCC(=O)Nc1ccc(F)c(Cl)c1 as listed: -14% | -4% | -5% | -4.0% | ? | ? | ? | -7%
O=C(CSc1ncccn1)NC(=O)NCc1ccccc1 as listed: -1%[46.1 µM] | -16% | 0% | -1.1% | -7% | 5% | 0% | ?

Next section:
Below each SMILES – NPSR antagonist	GAA spleen mod	ALDH1A1 inh	Epigenetic derep	GAA inhib	GAA glycogen mod	Tau fluor cs	GLA spleen mod
> O=C(/C=C/c1cccc([N+](=O)[O-])c1)Nc1cccc(NC(=O)c2cccs2)c1
    -6%	-3%	?	-1.9%	-2%	8%	13µM*[quencher]	2%
> O=C(O)Cn1nc(C(F)(F)F)c2c1CCCCC2
    ?	2%	-1%	-9.7%	-4%	-3%	-1%	1%
> COc1ccc(CCNC(=O)c2c(-c3ccccc3Cl)noc2C)cc1
    -18%[46.1 µM]	-6%	3%	-3.1%	2%	0%	-16%	-8%
> Cc1ccc(C(=O)COC(=O)CNC(=O)c2cccs2)cc1
    -4%[46.1 µM]	1%	4%	-0.8%	9%	-5%	3%	7%
> O=c1c2cccnc2[nH]c(=S)n1Cc1ccccc1
    -5%	-4%	6%	-0.9%	-1%	8%	5%	-5%
> CCN(CC)C(=O)c1cnn(-c2ccccc2)c1NC(=O)c1cccc(F)c1
    -10%[46.1 µM]	1%	-12%	-1.0%	-5%	0%	-7%	-3%
> CCN(CC)CCNc1nc(-c2ccco2)c2c(c1C#N)CC(C)(C)OC2
    -14%[46.1 µM]	4%	?	0.5%	?	3%	2%	22%

This is a subset. The share of hits here may be higher or lower than overall.
